Screening data (PubChem BioAssay)
BAZ2B block: qHTS Assay for Inhibitors of BAZ2B; Bromodomain adjacent to zinc finger domain protein 2B (Homo sapiens), Q9UIF8; AlphaScreen BAZ2B-H3K14Ac peptide displacement; Potency, µM (series often up to 114 µM), without a hit: at the top dose activity change, negative = inhibition, hits mostly inhibitors; 360,000 tested, 4.4% active; also: % is scaled to controls: 0 for no effect and ±100 for the full control effect; nearly all actives have a fitted effect of over 60% in size
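Compounds, titrated to a top concentration of 110 uM, were incubated 30 min at room temperature with preformed BAZ2B/acetyl-K14 H3 peptide complex (50 nM each). Proximity signal was measured by AlphaScreen after 20 min with beads.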
APE1 inh: qHTS Assay for Inhibitors of the Human Apurinic/apyrimidinic Endonuclease 1 (APE1) | DNA repair nuclease/redox regulator APEX1 (Homo sapiens), P27695 | recombinant APE1, TAMRA/BHQ-2 abasic DNA cleavage fluorescence | Potency, µM (doses to about 65.8 µM), for the others: at the highest dose activity change, negative = inhibition, most hits filed as inhibitors | 350,000 tested, 0.35% active;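 also: plate controls were vehicle for no effect and reference inhibitor for full effect; nearly all actives have a fitted effect of over 55% in size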
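Incision of a quenched TAMRA/BHQ-2 THF abasic-site duplex (50 nM) by 0.75 nM APE1, after 15 min compound preincubation, measured as fluorescence increase over three 60 s reads. Values normalized to buffer, DMSO and NSC13755 control wells.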
Pol kappa inh: qHTS for Inhibitors of Polymerase Kappa | DNA polymerase kappa (Homo sapiens), Q9UBT6 | purified Pol kappa, fluorescent DNA synthesis assay, 10 min | Potency, µM (highest dose often 107 µM), inactives show at the top dose activity, negative = inhibition, actives largely listed as inhibitors | 400,000 tested, 0.53% active; also: % is scaled to controls: 0 for no effect and ±100 for the full control effect
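Inhibition of 10 nM Pol kappa is measured by a fluorescent read-out at 0 and 10 min following addition of 50 nM substrate (final), with a 15-min room-temperature compound preincubation.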
BLM inh: qHTS Assay for Inhibitors of Bloom's syndrome helicase (BLM); recombinant BLM DNA unwinding, fluorescence dequenching; 350,000 tested, 0.2% active; AID 2528, 2010; Potency, µM (doses to about 56.1 µM), for the others: at the top dose activity change, negative = inhibition, hits mostly inhibitors;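 also: plate controls were vehicle for no effect and no enzyme for full effect; nearly all actives have a fitted effect of over 35% in size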
Pol eta inh: qHTS for Inhibitors of Polymerase Eta | Potency, µM (series often up to 114 µM), inactives show at the top dose activity change, negative = inhibition, hits mostly inhibitors | DNA polymerase eta (Homo sapiens), Q9Y253 | AID 588591, 2011 | recombinant Pol eta, fluorescent DNA replication assay | 390,000 tested, 1.2% active; also: % is scaled to controls: 0 for no effect and ±100 for the full control effect
Target sequence (Q9Y253 whole entry, looked up): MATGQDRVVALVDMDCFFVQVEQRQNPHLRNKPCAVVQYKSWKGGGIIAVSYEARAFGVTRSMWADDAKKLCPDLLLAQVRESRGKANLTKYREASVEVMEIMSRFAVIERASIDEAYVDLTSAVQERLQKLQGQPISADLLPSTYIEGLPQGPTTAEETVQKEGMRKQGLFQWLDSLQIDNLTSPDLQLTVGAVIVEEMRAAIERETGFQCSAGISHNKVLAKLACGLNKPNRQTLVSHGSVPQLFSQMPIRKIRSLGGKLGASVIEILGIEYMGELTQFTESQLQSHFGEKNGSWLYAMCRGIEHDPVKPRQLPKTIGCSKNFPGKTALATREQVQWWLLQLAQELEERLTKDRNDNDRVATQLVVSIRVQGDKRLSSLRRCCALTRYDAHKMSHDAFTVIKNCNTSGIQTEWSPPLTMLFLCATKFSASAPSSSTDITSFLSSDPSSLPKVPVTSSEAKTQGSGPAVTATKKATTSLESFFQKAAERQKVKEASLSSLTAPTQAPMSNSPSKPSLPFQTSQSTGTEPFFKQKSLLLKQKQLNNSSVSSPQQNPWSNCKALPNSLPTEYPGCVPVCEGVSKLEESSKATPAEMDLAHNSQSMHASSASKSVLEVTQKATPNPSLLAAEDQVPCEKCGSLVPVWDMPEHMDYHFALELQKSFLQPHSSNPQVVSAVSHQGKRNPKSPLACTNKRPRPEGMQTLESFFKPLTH
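Pol eta at 10 nM preincubated with compounds 15 min at room temperature; reaction started with fluorescent substrate (50 nM final) and read kinetically at 0 and 10 min.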
Pol iota inh: qHTS for Inhibitors of Polymerase Iota. DNA polymerase iota (Homo sapiens), Q9UNA4. Pol iota fluorescent replication assay, 10 min. Potency, µM (highest dose often 115 µM), for inactives: at the top dose activity, negative = inhibition, most hits filed as inhibitors. 390,000 tested, 1% active
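Pol iota at 10 nM preincubated 15 min with compounds at room temperature; reaction started with fluorescent substrate, 50 nM final. Fluorescence read kinetically at 0 and 10 min; buffer-only wells as negative control.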
Apoferritin bind: qHTS Assay for Identification of Novel General Anesthetics | 350,000 tested, 0.074% active | apoferritin/1-aminoanthracene competitive binding, fluorescence | Potency, µM (top dose mostly 77.5 µM), without a hit: at the top dose activity change, negative = displacement, actives largely listed as inhibitors | Ferritin light chain (Equus caballus), P02791; also: % is scaled to controls: 0 for no effect and ±100 for the full control effect; nearly all actives have a fitted effect of over 20% in size
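Horse-spleen apoferritin (10 uM) in 50% saturated 1-aminoanthracene in PBS was incubated 10 min at room temperature with compound. Fluorescence (ex 380, em 535 nm) was normalized to free and bound 1-AMA, with concentration-response fitted by a four-parameter Hill equation.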
G9a block: qHTS Assay for Inhibitors of Histone Lysine Methyltransferase G9a; Histone-lysine N-methyltransferase EHMT2 (Homo sapiens), Q96KQ7; G9a H3K9 monomethylation, AlphaScreen, 2 h; Potency, µM (titrated, usually from 102 µM), for inactives: at the highest dose activity, negative = inhibition, hits mostly inhibitors; 350,000 tested, 8.8% active; AID 504332, 2011; also: % is scaled to controls: 0 for no effect and ±100 for the full control effect; nearly all actives have a fitted effect of over 75% in size
Target sequence (Q96KQ7 913-1193 limits assumed): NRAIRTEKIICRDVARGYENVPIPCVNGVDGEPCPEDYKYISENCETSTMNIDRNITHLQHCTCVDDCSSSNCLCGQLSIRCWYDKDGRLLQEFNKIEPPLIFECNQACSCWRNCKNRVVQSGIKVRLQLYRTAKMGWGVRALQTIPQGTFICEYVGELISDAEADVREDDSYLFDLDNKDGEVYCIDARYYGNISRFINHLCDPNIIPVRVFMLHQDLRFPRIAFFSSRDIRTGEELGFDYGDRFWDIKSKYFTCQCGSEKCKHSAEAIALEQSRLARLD
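G9a (20 nM) was preincubated 15 min with compound, then reacted 2 h at room temperature with 500 nM biotin-H3K9 peptide and 20 µM SAM. Monomethyl-H3K9 detected by AlphaScreen using anti-H3K9me1 antibody.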
POLB inh: qHTS Assay for Inhibitors of DNA Polymerase Beta; 340,000 tested, 1.3% active; AID 485314, 2010; P06746; Potency, µM (doses to about 114 µM), inactives show top-dose activity change, negative = inhibition, usual class: inhibitors; Pol beta primer extension/strand displacement, fluorescence kinetic; also: % is scaled to controls: 0 for no effect and ±100 for the full control effect
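Reaction started by 50 nM substrate onto compound-treated Pol beta (10 nM, 15 min preincubation, room temperature); plates read at 0 min and 10 min. Normalized concentration-effect data fitted by four-parameter Hill equation.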
* hit, by the source's call; ? = inconclusive; . = no result given; & = joins results of further samples; ! = a repeat was not active; [ ] = dose if it differs, or a comment. Calls follow the shape of the dose curve; as a rule, active = well fitted curve in the direction sought with a large enough effect; inconclusive = small, poorly fitted or top-dose-only effect, or another doubt; inactive = no such curve, though single readings can be large; an effect the other way counts as inactive or inconclusive. Potency is read from the fitted curve at half-maximal effect. Not all compounds are listed. The share of hits here may be higher or lower than overall.

#	Molecule	BAZ2B block	APE1 inh	Pol kappa inh	BLM inh	Pol eta inh	Pol iota inh	Apoferritin bind	G9a block	POLB inh
1	CCOC(=O)c1cc(-c2ccc(F)cc2)n(CC(=O)NCc2ccccn2)c1C	-14.4%	1.6%	-8.9%	-11.8%	-13.5%	-1.2%	-0.4%	-14.4%	2.7%
2	Cc1cccc(C)c1NC(=O)CSc1nnc(C2CCCCC2)o1	3.4%	49.5%	-0.5%	-0.7%	-4.1%	21.8%	-3.9%	9.3%	-12.3%
3	COc1ccc(Cl)cc1NC(=O)CN(C)CC(=O)Nc1ccc2c(c1)OCO2	-7.5%	9.3%	-1.7%	.	-21.5%	30.5%[activator]	.	?	.
4	O=C(CSc1n[nH]c(=O)n1C1CC1)c1ccc2c(c1)OCCO2	-31.8%	?	-5.6%	-5.0%	9.0%	16.0%	-8.7%	-1.6%	54.4%
5	O=C(CSc1nc2[nH]ncc2c(=O)n1-c1ccccc1Br)NCc1ccccc1Cl	-25.9%	3.6%	-22.3%	-8.7%	-12.2%	-6.1%	-18.6%	?	-2.3%
6	O=C(O)CC(NC(=O)C(c1ccccc1)c1ccccc1)c1cccc([N+](=O)[O-])c1 (configuration not stated)	-0.3%	1.0%	-11.0%	-2.2%	22.6%	?	-4.9%	1.9%	27.9%
7	O=C(COC(=O)C1(c2ccccc2F)CCCC1)Nc1ncc(C(F)(F)F)cc1Cl	3.2%	6.5%	-11.8%	-6.6%	?	-9.5%	-8.4%	34.9%[59 µM]	23.0%
8	CC1CCC(NC(=O)COC(=O)c2cccnc2Cl)CC1 (configuration not stated)	7.6%	8.6%	-15.0%	.	-13.6%	10.2%	.	16.7%[2.33 µM]	.
9	Cc1ccc(C)c(N2CCN(C(=O)c3ccc4nsnc4c3)CC2)c1	-22.1%	26.7%	-6.8%	-5.7%	-24.8%	33.3%[activator]	-4.2%	24.9%	1.0%
10	COc1ccc(NC(=O)Cn2cc(C(=O)c3ccco3)c3ccccc32)cc1	0.4%	12.6%	-8.3%	-8.9%	0.0%	-11.2%	6.4%	11.9%	11.4%
11	CC[C@]12c3[nH]c4ccc(Cl)cc4c3CCN1C(=O)[C@@H](CC(=O)NCc1ccc(OC)c(OC)c1)C[C@@H]2C(=O)N1CCN(C(=O)C2CC2)CC1	.	-20.3%	-3.9%	.	-3.5%	20.8%	.	.	.
12	C/C(=N\OC(=O)c1ccccc1F)c1nccs1	9.3%	1.6%	-3.3%	-3.1%	-6.1%	15.6%	-14.7%	8.6%	-0.4%
13	Cc1csc2c(N3CCN(C(=O)NC(C)(C)C)CC3)ncnc12	-6.8%	1.9%	-4.2%	1.8%	-5.8%	40.2%[activator]	4.3%	-0.8%	24.7%
14	Cc1ccc(-n2ncc3c(=O)[nH]c(SCC(=O)N4CCC(C)CC4)nc32)cc1C	-3.3%	-4.8%	-14.1%	-2.3%	-2.8%	4.8%	4.0%	-33.9%	-4.9%
15	CC(=O)N1CCC[C@@]2(CCN(Cc3ccccc3)C2)C1	.	5.3%	-1.6%[60.1 µM]	3.8%	.	.	.	-1.6%[12.7 µM]	.
16	CC(C)(CO)CNC(=O)c1ccc(OC2CCN(C(=O)C3CC3)CC2)cc1	7.3%	-0.9%	7.3%	0.1%	-11.0%	38.3%[activator]	-9.2%	.	19.0%
17	O=C(O)C1C2CCC(C2)C1C(=O)NCCC1=CCCCC1 (configuration not stated)	-1.7%	4.0%	-3.0%	-10.1%	-8.5%	-6.6%	2.9%	-4.7%	23.1%
18	CCCOc1ccc(CCC(=O)N/N=C/c2ccc([N+](=O)[O-])o2)cc1	-23.8%	-0.8%	-27.8%	-4.2%	-21.7%	1.1%	-1.8%	-30.2%	8.1%
19	Cc1nnc(NC(=O)c2cccc(S(=O)(=O)N(C)c3cccc(Cl)c3)c2)s1	-4.8%	11.3%	-12.9%	.	-16.8%	20.7%	.	0.1%[12.7 µM]	.
20	O=C(c1cc2c(s1)-c1ccccc1OC2)N1CCN(c2ccccc2)CC1	4.0%	-8.0%	-1.3%&-3.8%	-5.9%&2.3%	-17.4%&-12.5%	?	47.0%&1.3%[activator]	1.12µM*!	21.8%&3.9%

Reformatted: entries from further up
7: O=C(COC(=O)C1(c2ccccc2F)CCCC1)Nc1ncc(C(F)(F)F)cc1Cl
20: O=C(c1cc2c(s1)-c1ccccc1OC2)N1CCN(c2ccccc2)CC1
Compound | 7 | 20
BAZ2B block | 3.2% | 4.0%
APE1 inh | 6.5% | -8.0%
Pol kappa inh | -11.8% | -1.3%&-3.8%
BLM inh | -6.6% | -5.9%&2.3%
Pol eta inh | ? | -17.4%&-12.5%
Pol iota inh | -9.5% | ?
Apoferritin bind | -8.4% | 47.0%&1.3%[activator]
G9a block | 34.9%[59 µM] | 1.12µM*!
POLB inh | 23.0% | 21.8%&3.9%

Records above printed as active in G9a block:
| entry | molecule | BAZ2B block | Pol kappa inh | BLM inh | Pol eta inh | Pol iota inh | G9a block |
| --- | --- | --- | --- | --- | --- | --- | --- |
| 20 | O=C(c1cc2c(s1)-c1ccccc1OC2)N1CCN(c2ccccc2)CC1 | 4.0% | -1.3%&-3.8% | -5.9%&2.3% | -17.4%&-12.5% | ? | 1.12µM*! |

Some entries already given, reduced to POLB inh, Pol iota inh and BLM inh:
| cpd | Molecule | POLB inh | Pol iota inh | BLM inh |
| --- | --- | --- | --- | --- |
| 7 | O=C(COC(=O)C1(c2ccccc2F)CCCC1)Nc1ncc(C(F)(F)F)cc1Cl | 23.0% | -9.5% | -6.6% |
| 8 | CC1CCC(NC(=O)COC(=O)c2cccnc2Cl)CC1 (configuration not stated) | . | 10.2% | . |
| 9 | Cc1ccc(C)c(N2CCN(C(=O)c3ccc4nsnc4c3)CC2)c1 | 1.0% | 33.3%[activator] | -5.7% |

Later entries:
#	Molecule	BAZ2B block	APE1 inh	Pol kappa inh	BLM inh	Pol eta inh	Pol iota inh	Apoferritin bind	G9a block	POLB inh
21	CSCCC(NC(=O)/C(=C\c1ccco1)NC(=O)c1ccco1)C(=O)O (configuration not stated)	-5.6%	34.5%	-17.3%	-1.6%	?	33.2%	2.6%	?	-5.5%
22	COc1ccccc1CNC(=O)COC(=O)C12CC3CC(CC(O)(C3)C1)C2	-3.0%	20.8%	-1.8%	.	-2.2%	-18.9%	.	?	.
23	COc1cccc(/C=C2\CC(C)Cc3c2nc2ccccc2c3C(=O)O)c1OC (configuration not stated)	-13.4%	8.2%	-12.8%	-3.8%	-3.2%	?	3.2%	50.1µM*	25.1%
24	COc1ccccc1C(=O)Nc1cc(C)c(OCC(=O)N2CCOCC2)c(C)c1	-13.0%	27.3%	-0.7%	-0.2%	-2.9%	21.3%	-2.3%	14.8%	25.5%
25	OCc1nc2ccccc2n1/N=C/c1cccs1	-18.1%	-4.8%	4.6%	-4.6%	-15.8%	24.8%	-0.3%	22.7%	1.8%
26	COc1ccc(NC(=O)C(NC(=O)OC(C)(C)C)C(C)OCc2ccccc2)cc1 (configuration not stated)	4.8%	-4.3%	-1.7%	-1.3%	-2.8%	14.2%	-2.7%	.	19.8%
27	O=C(CN1C(=O)NC(c2ccccc2)(c2ccccc2)C1=O)Nc1ccc2[nH]c(=O)[nH]c2c1	?	-2.1%	-16.9%	-12.7%	-16.0%	12.6%	-3.8%	?	-28.8%
28	COc1ccc(Cn2nc(C(=O)O)c3ccccc3c2=O)cc1F	-7.7%	36.8%	-18.7%	-7.7%	2.2%	14.0%	-11.4%	13.9%	19.5%
29	Cc1ccc(OCC(=O)Nc2cccc(C(=O)OCc3cc(=O)n4cc(C)sc4n3)c2)cc1	1.4%	.	-1.2%[60.1 µM]	-5.5%	-18.5%	-0.4%	-6.1%	7.6%[12.7 µM]	-20.1%
30	COc1ccc(NC(=O)C2C3C=CC(C3)C2C(=O)NCc2ccccn2)c(OC)c1 (configuration not stated)	2.5%	10.0%	-6.2%	-0.3%	-8.9%	14.1%	-7.8%	?	-0.5%
31	CCOc1nc(C)cc(COC)c1C(N)=O	9.5%	-6.1%	-8.3%	1.2%	-12.8%	59.3%[activator]	1.8%	23.7%	-22.7%
32	CCOc1ccc(N(CC(=O)N2CCOCC2)S(=O)(=O)c2ccc(Cl)cc2)cc1	8.6%	-2.3%	-2.4%	-0.4%	-12.5%	11.8%	2.6%	27.2%	6.1%
33	CN(C(=O)COC(=O)c1cc(=O)[nH]c2ccccc12)c1ccccc1	.	-1.3%	-19.5%	.	-7.9%	61.0%[activator]	.	.	.
34	CC(NC(=O)CCC(=O)NC(C)C1COc2ccccc2O1)C1COc2ccccc2O1 (configuration not stated)	9.7%	-4.4%	-9.3%	-2.4%	-9.7%	1.6%	-12.6%	5.0%[59 µM]	18.9%
35	O=C(Cn1nnc(-c2ccc(Cl)cc2)n1)NCc1ccc(F)cc1	-15.6%	.	-2.8%	1.9%	-15.1%	-7.9%	-6.3%	7.7%[59 µM]	12.0%
36	CCOC(=O)CSc1nnc(Cn2c(=O)sc3ccccc32)n1-c1ccccc1C	-4.2%	-0.6%	-8.8%	3.5%	-6.9%	5.6%	-7.3%	?	-2.2%
37	O=[N+]([O-])c1ccccc1S(=O)(=O)Oc1ccc(/C=N/n2cnnc2)cc1	-0.3%	1.1%	-7.1%	2.1%	-8.1%	159.2%[activator]	-8.9%	7.3%[59 µM]	26.4%
38	CCCSc1nc(=S)n(Cc2ccccc2)c(C)c1C(C)=O	?	1.0%	3.4%	-3.9%	-8.2%	61.8%[activator]	-20.8%	-24.9%	0.6%
39	COCCNc1cc(-c2ccccc2)nc2cc(-c3cccc(F)c3)nn12	46.8%[activator]	2.3%	-7.8%	-10.7%	-24.8%	29.7%	83.3%[activator]	120.2%[activator]	?
